EPAC2 ag – activates human EPAC2 exchange factor. Q8WZA2. EPAC2 activation, biochemical qHTS; response scale: 100% = 6.5 mM cAMP response. Potency, µM (series often up to 154 µM), for inactives: top-dose activation, usual class: activators. 360,000 tested, 0.079% active. AID 720711; further: potency means the concentration at half of the fitted maximal effect; nearly all actives have a fitted effect of over 50% in size
Target sequence (Q8WZA2 whole entry, looked up): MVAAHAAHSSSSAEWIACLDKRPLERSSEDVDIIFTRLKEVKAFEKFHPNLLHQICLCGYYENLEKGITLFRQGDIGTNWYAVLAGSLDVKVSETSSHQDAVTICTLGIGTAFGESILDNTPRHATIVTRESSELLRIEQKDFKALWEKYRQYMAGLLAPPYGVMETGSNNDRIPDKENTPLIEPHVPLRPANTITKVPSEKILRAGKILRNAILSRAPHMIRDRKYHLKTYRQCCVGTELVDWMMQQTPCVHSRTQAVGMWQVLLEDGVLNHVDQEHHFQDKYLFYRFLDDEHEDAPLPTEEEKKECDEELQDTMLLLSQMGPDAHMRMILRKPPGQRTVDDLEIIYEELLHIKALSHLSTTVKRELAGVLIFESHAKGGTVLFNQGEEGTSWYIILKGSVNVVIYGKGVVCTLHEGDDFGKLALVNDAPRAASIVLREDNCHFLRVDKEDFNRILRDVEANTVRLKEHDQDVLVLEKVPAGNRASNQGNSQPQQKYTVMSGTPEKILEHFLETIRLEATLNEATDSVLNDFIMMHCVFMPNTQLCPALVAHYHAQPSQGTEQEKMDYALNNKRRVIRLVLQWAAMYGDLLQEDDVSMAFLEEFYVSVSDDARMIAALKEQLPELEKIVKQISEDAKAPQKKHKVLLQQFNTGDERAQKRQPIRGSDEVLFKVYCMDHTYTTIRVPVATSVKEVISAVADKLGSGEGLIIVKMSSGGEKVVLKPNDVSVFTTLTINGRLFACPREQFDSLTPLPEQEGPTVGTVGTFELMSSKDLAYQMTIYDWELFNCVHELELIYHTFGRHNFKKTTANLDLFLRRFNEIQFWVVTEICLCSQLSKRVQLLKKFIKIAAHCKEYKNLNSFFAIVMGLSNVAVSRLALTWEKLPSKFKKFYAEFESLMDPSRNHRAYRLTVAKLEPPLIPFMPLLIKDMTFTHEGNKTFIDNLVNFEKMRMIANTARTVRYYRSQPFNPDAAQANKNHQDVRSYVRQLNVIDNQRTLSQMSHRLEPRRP
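qHTS, titration series. 100 nM EPAC2 / 250 nM Rap1B-BODIPY-GDP / 50 uM GDP; RT; ex 480/em 540 nm, 5-min reads to 30 min. Norm. to 6.5 mM cAMP = activation.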
Abeta yeast res – restores growth of yeast expressing A-beta42 peptide; AID 1347071; yeast expressing A-beta42, growth rescue, OD600, 48 h; response scale: 0% DMSO, 100% iron-clioquinol control; Potency, µM (series often up to 46.1 µM), without a hit: at the highest dose growth rescue, hits mostly activators; 410,000 tested, 0.063% active; further: potency means the concentration at half of the fitted maximal effect; nearly all actives have a fitted effect of over 55% in size
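Yeast growth medium received pinned compounds, then yeast cells expressing toxic A-beta were added; plates incubated at 30 C for 48 hr. Growth read as absorbance at 600 nm, normalized to DMSO and equimolar FeCl3 plus clioquinol controls.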
FUS suppressor – FUS proteinopathy suppression in yeast; S. cerevisiae FUS-expressing, growth rescue, OD600, 24 h; Potency, µM (series often up to 76.6 µM), for inactives: at the top dose growth rescue (activation), most hits filed as activators; 390,000 tested, 0.24% active;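 further: potency means the concentration at half of the fitted maximal effect; plate controls were DMSO vehicle for no effect and reference control for full effect; nearly all actives have a fitted effect of over 55% in size; some results filed as inactive show a strong effect at the top dose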
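Read-out: OD at 600 nm after 24hr at 30C, reporting rescue of FUS-induced yeast toxicity. Cells at OD 0.005 in galactose (2%) minimal medium; compounds tested in a dilution series; CP55940 titration from 92uM final as control.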
DRD3 agonist – D3 dopamine receptor (human) agonism. D3R DiscoveRx beta-arrestin cells, luminescence, 90 min. max activation, %. 410,000 tested, 0.58% active. AID 652048; in the data active means max activation above about 30%; further: 0% is about no effect; mostly tested at two doses, the higher about 12 µM
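Cells at 1500/well, incubated overnight, then treated with pinned compounds (dopamine as control) for 90 min at 37 degrees C. DiscoveRx reagent added for 30 - 60 minutes at room temperature; luminescence read.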
aSyn yeast inh – rescues yeast growth from alpha-synuclein toxicity; Potency, µM (top dose mostly 46.1 µM), without a hit: top-dose growth rescue (activation), usual class: activators; 370,000 tested, 0.14% active; AID 652106; Yeast expressing alpha-synuclein, growth rescue, BacTiter-Glo, 24 h; further: potency means the concentration at half of the fitted maximal effect; % of control where 0% means no effect; nearly all actives have a fitted effect of over 65% in size
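Galactose-induced alpha-syn yeast (OD600=0.02, raffinose-pregrown) + pinned cpd, 24 hr, 30 deg C; growth by BacTiter-Glo luminescence. Growth restoration scores as activation.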
TDP43 rescue – rescues yeast growth from TDP-43 toxicity. TDP-43 expressing yeast growth rescue, BacTiter-Glo, 24 h. Potency, µM (top dose mostly 46.1 µM), without a hit: top-dose growth rescue (activation), usual class: activators. 410,000 tested, 1.8% active. AID 652104; further: potency means the concentration at half of the fitted maximal effect; % of control where 0% means no effect; nearly all actives have a fitted effect of over 50% in size
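Readout is BacTiter-Glo luminescence of cell growth, so inhibitors register as activators. TDP-43-expressing yeast at OD600=0.02 in galactose medium, after raffinose pregrowth to mid-log, were incubated with compound for 24 hr at 30 deg C.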
EPAC2 antag – EPAC2 (human) antagonism. EPAC2 GEF exchange of Rap1B-BODIPY-GDP, fluorescence. Potency, µM (top dose mostly 114 µM), without a hit: at the highest dose activity, negative = inhibition, most hits filed as inhibitors. 360,000 tested, 0.18% active. AID 720708. Q8WZA2; further: potency means the concentration at half of the fitted maximal effect; on the % scale 0 is the no-effect control and ±100 the full control effect; nearly all actives have a fitted effect of over 45% in size; many of its hits are not listed in these tables
DRD3 antagonist – antagonists of human D3 dopamine receptor. max response, negative = inhibition, %. D3R cells, DiscoveRx beta-arrestin luminescence, antagonist mode; active compounds read low. AID 652054. P35462. 360,000 tested, 2.5% active; in the data active means max response below about -50%; inconclusive means no clear call, values can overlap the other calls; further: on the % scale 0 is the no-effect control and ±100 the full control effect; mostly tested at two doses, the higher about 12 µM
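Cells expressing the human receptor were seeded at 1500 cells/well, incubated overnight at 37 degrees C in 5% CO2, then exposed to library compounds with dopamine controls for 90 minutes at 37 degrees C before luminescent detection.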
Numbers without * were called inactive; ? = inconclusive; . = no result given; [ ] = remark or other dose. Unless noted, the call rests on the fitted dose curve; in most records, active means well fitted curve in the direction sought with a large enough effect; inconclusive means small, poorly fitted or top-dose-only effect, or another doubt; inactive means no such curve, though single readings can be large; an effect the other way counts as inactive or inconclusive. Not all compounds are listed; count on the stated rates, not on these rows.

SMILES	EPAC2 ag	Abeta yeast res	FUS suppressor	DRD3 agonist	aSyn yeast inh	TDP43 rescue	EPAC2 antag	DRD3 antagonist
Cc1ccc(N2CC(C(=O)Nc3cccc(S(=O)(=O)N4CCOCC4)c3)CC2=O)cc1 (stereo not given)	-5%	5%	-24%	3	-1%	12%	9%	0
O=C(OCC(=O)c1cccs1)c1ccc(NC(=O)c2ccco2)cc1	-3%	3%	39%	-7	1%	-15%	2%	28
O=C1c2ccccc2C(=O)N1CC1c2ccccc2CCN1C(=O)CN1CCOCC1 (stereo not given)	-2%	-13%	-3%	5	1%	-3%	13%	5
COc1cccc(CNC(=O)CCNS(=O)(=O)c2ccc(C)cc2)c1	-7%	-1%	-6%	-8	0%	-15%	6%	-10
COc1cc(-c2nc(SCC(=O)Nc3ccc(C)cc3)c(-c3ccc(F)cc3)[nH]2)cc(OC)c1OC	.	11%	40%	-15	.	0%	.	.
Cc1cc(C)c(C(=O)C(C)OC(=O)c2ccccn2)cc1C (stereo not given)	3%	7%	12%	-4	7%	-12%	-5%	-4
COc1ccc(-c2cc(-c3ccccc3)nc(-c3ccc4c(c3)NC(=O)CO4)c2)cc1	4%	25%	3%	11	.	13µM*	4%	21
Cc1ccc(-n2c(C)cc(C3=NNC(=NC4CC4)SC3)c2C)cc1C	20%	-28%	?	-3	0%	-21%	-6%	-6
Nc1c(C(=O)CSc2nnc(N3CCOCC3)n2-c2cccc(F)c2)c(=O)[nH]c(=O)n1C1CC1	1%	1%	.	7	1%	7%	9%	-18
Cc1cccc(C)c1NC(=O)c1ccc2sc([C@@H]3O[C@H](CO)[C@H](O)[C@H](O)[C@H]3O)nc2c1	3%	-9%	-24%	-8	-3%	22%	7%	-52*
Cc1cc(C)c(C#N)c(SCC(=O)Nc2c(C)n(C)n(-c3ccccc3)c2=O)n1	-3%	-3%	-3%	2	-1%	-9%	-5%	3
O=C(NCc1ccco1)/C(=C\c1cccs1)NC(=O)c1ccccc1	0%	-8%	-41%	2	4%	5%	0%	3
Cc1ccn(CC(=O)NC2CC(C)(C)Cc3c2cnn3-c2ccc(F)cc2)n1 (stereo not given)	-1%	5%	15%	3	-1%	-3%	-2%	15
CN1CCN(c2cccc3c2S(=O)(=O)N[C@@H](Cc2ccccc2)CO3)CC1	5%	-1%	-4%	-8	-6%	17%	4%	0
CCCCNC(=O)C1C(c2ccc(OC)cc2)=Nc2ccccc2N1C(=O)c1ccc2ncccc2c1 (stereo not given)	10%	-8%	?	-3	2%	0%	2%	7
COc1cccc(-c2cnc(C(O)c3cc(C)ccc3C)[nH]2)c1 (stereo not given)	4%	4%	-5%	5	-2%	25%	12%	6
Nc1c(Cl)ncnc1N1CCOCC1	1%	-4%	-20%	3	0%	-17%	-1%	2
CCOc1ccccc1NC(=O)Cn1c(=O)nc(-c2ccccc2F)c2cc(Cl)ccc21	.	-6%	20%	0	.	9%	.	.
Cc1ccc(OCCCC(=O)NC(C)c2ccccc2)cc1 (stereo not given)	-1%	?	-6%	6	9%	28%	10%	?
COC(=O)C(C)Sc1nnc(Cc2cc(=O)[nH]c(=O)[nH]2)n1-c1cc(C)ccc1C (stereo not given)	5%	-3%	-16%	6	-1%	?	-9%	23
Cc1ccc(S(=O)(=O)Nc2c(C)n(C)n(-c3ccccc3)c2=O)cc1C(=O)NCc1ccccc1	14%	-14%	11%	2	-2%	-7%	3%	14
COc1c(Cl)cc(C(=O)Nc2ccc(Cl)cn2)cc1Cl	2%	3%	7%	-19	0%	1%	-7%	0
COc1ccc(NC(=O)Nc2ccc(N(C)C)cc2)cc1	1%	-9%	2%	-1	-15%	-3%	9%	?
COc1ccc(C(=O)NNC(=O)C(C)NC(=O)c2ccccc2NC(=O)c2ccco2)cc1 (stereo not given)	11%	-14%	29%	-12	-1%	-6%	3%	-26

Profiles as entered above. Order of values: EPAC2 ag	Abeta yeast res	FUS suppressor	DRD3 agonist	aSyn yeast inh	TDP43 rescue	EPAC2 antag	DRD3 antagonist
Profile of COc1ccc(C(=O)NNC(=O)C(C)NC(=O)c2ccccc2NC(=O)c2ccco2)cc1 (stereo not given) → 11%	-14%	29%	-12	-1%	-6%	3%	-26
Profile of Cc1ccc(OCCCC(=O)NC(C)c2ccccc2)cc1 (stereo not given) → -1%	?	-6%	6	9%	28%	10%	?
Profile of Nc1c(Cl)ncnc1N1CCOCC1 → 1%	-4%	-20%	3	0%	-17%	-1%	2

Further compounds follow:
SMILES	EPAC2 ag	Abeta yeast res	FUS suppressor	DRD3 agonist	aSyn yeast inh	TDP43 rescue	EPAC2 antag	DRD3 antagonist
COc1ccc(-c2cc3ccccc3cn2)cc1	6%	-23%	-16%	19	-17%	0%	8%	0
CCN(CC(=O)NCc1ccc(F)cc1)C(=O)CN1CCN(c2cc(Cl)ccc2C)CC1	-4%	-14%	18%	-16	1%	-16%	-7%	?
Cc1c(C(=O)O)sc(S(=O)(=O)N2CCN(C(=O)Cc3ccc(F)cc3)CC2)c1C(=O)O	14%	-13%	.	-5	-6%	-20%	-3%	0
CCOC(=O)C1CCCN(c2nc3ccccc3nc2C(C#N)C(=O)OC(C)C)C1 (stereo not given)	-2%	-4%	.	-4	-1%	-12%	-29%	0
Cc1ccc(NC(=O)NCc2ccncc2)cc1Cl	1%	?	17%	-13	-6%	-15%	9%	-8
C/C(=N\NC(=O)c1ccccc1C)c1ccc(N2CCOCC2)cc1	1%	7%	20%	-2	-7%	-16%	-10%	0
COc1ccc(-n2c(C)cc(C(=O)CCl)c2C)cc1	11%	-37%[inhibitor]	-1%	-6	11%	3.2µM*	7.9µM*	?
Cc1c(C(=O)NCc2ccc(F)cc2)oc2ccc(S(=O)(=O)N3CCOCC3)cc12	-3%	12%	-13%	2	9%	10%	-4%	10
O=C(COC(=O)c1ccccc1SCC(=O)N1CCCC1)Nc1ccccc1OC(F)F	10%	5%	15%	5	3%	-7%	4%	21
CCOC(=O)C1CCCN(C(=O)c2nn(-c3ccc(C)cc3)c(=O)n(C)c2=O)C1 (stereo not given)	.	-2%	-20%	-6	.	18%[9.22 µM]	.	.
COc1ccc(Cn2cccc(NC(=O)Nc3ccc(F)cc3)c2=O)cc1	20%	?	-11%	1	-1%	14%	-6%	18
COC(=O)c1ccc(Cl)c(NC(=O)CN2CCOCC2)c1	9%	8%	4%	-6	1%	-19%	41%[activator][57.1 µM]	-29
CCN(CC)c1ccc2oc(=O)c(C)nc2c1	100µM*	-34%[inhibitor]	-6%	-13	-8%	-18%	78%[activator]	5
COc1ccc(OC)c(-n2c(SCC(=O)Nc3cc(C)on3)nnc2-c2c[nH]c3ccccc23)c1	23%	-3%	-10%	-6	-2%	35%	-1%	-51*
Cc1nc(N[C@@H](Cc2ccccc2)C(=O)O)c2oc3ccccc3c2n1	7%	-11%	12%	6	4%	0%	1%	16
O=C(COC(=O)/C=C/c1ccc(F)cc1)NCC1CCCO1 (stereo not given)	4%	5%	-22%	4	3%	22%	4%	11
COc1ccccc1CN1CC(C(=O)NCCc2cn[nH]c2)CCC1=O (stereo not given)	5%	8%	-5%	4	3%	18%	1%	3
CCOc1ccccc1NC(=O)CN1C(=O)CC(c2ccco2)Sc2ccccc21 (stereo not given)	.	-7%	33%	3	?	?	.	.
O=S(=O)(CC(O)CS(=O)(=O)c1ccc(Cl)cc1)c1ccccc1 (stereo not given)	-1%	10%	-27%	-13	4%	20%	8%	23
COc1cc(NC(=O)COC(=O)CO/N=C(\C)c2ccc3c(c2)OCO3)cc(OC)c1OC	-7%	13%	-4%	2	?	-3%	2%	6
COc1ccc(OC)c(NC(=O)CS(=O)(=O)c2ccccc2)c1	-4%	6%	5%	7	0%	-9%	12%	14
Cc1cc(NCc2ccccn2)n2ncc(-c3ccccc3)c2n1	13%	20%	15%	-8	0%	-14%[1.82 µM]	-17%	-2
O=C(OCC(=O)C12CC3CC(CC(C3)C1)C2)c1ccccc1O	9%	1%	0%	-8	1%	-18%	-6%	4
Cc1ccc(N(CC(=O)NCc2ccccc2Cl)S(=O)(=O)c2cccs2)cc1	9%	8%	-10%	1	7%	-13%	-7%	11
CCOC(=O)Cn1c(-c2cccs2)cc2cc(Cl)ccc21	.	3%	-2%	3	.	20%	.	.
CC1CC(C)CN(S(=O)(=O)c2ccc3c(c2)n(C)c(=O)c(=O)n3C)C1 (stereo not given)	-8%	-11%	13%	5	-2%	6%	-1%	8

Some of these compounds in order of SMILES length, smallest number first.
SMILES	EPAC2 ag	Abeta yeast res	FUS suppressor	DRD3 agonist	aSyn yeast inh	TDP43 rescue	EPAC2 antag	DRD3 antagonist
COc1ccc(OC)c(NC(=O)CS(=O)(=O)c2ccccc2)c1	-4%	6%	5%	7	0%	-9%	12%	14
CC1CC(C)CN(S(=O)(=O)c2ccc3c(c2)n(C)c(=O)c(=O)n3C)C1 (stereo not given)	-8%	-11%	13%	5	-2%	6%	-1%	8
COc1cc(NC(=O)COC(=O)CO/N=C(\C)c2ccc3c(c2)OCO3)cc(OC)c1OC	-7%	13%	-4%	2	?	-3%	2%	6

Screening results from PubChem BioAssay.
